# Screens as filed in PubChem BioAssay.
# sEH inh = soluble epoxide hydrolase inhibitors, primary screen, biochemical, human sEH. recombinant human sEH enzymatic activity assay. hit rate 0.34% among 91,000. AID 707, 2007. Bifunctional epoxide hydrolase 2 (Homo sapiens), P34913. inhibition, % at 2 µM; in the data active = inhibition above about 80%; note: values of inactives mirror those of a sister screen read the other way; many of its hits are not listed in these tables
# S1P2 antag = human S1P2 receptor antagonists, primary screen, cell-based | Sphingosine 1-phosphate receptor 2 (Homo sapiens), O95136 | cell-based S1P2 antagonist assay, inhibition at 5 uM | inhibition, % at 5 µM | hit rate 0.21% among 97,000 | AID 736, 2007; in the data active = inhibition above about 45%;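 note: CRE beta-lactamase reporter cells expressing human S1P2 stimulated with S1P; 0% = agonist at EC80 alone and 100% = agonist plus reference antagonist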
# Target sequence (O95136 whole entry, looked up): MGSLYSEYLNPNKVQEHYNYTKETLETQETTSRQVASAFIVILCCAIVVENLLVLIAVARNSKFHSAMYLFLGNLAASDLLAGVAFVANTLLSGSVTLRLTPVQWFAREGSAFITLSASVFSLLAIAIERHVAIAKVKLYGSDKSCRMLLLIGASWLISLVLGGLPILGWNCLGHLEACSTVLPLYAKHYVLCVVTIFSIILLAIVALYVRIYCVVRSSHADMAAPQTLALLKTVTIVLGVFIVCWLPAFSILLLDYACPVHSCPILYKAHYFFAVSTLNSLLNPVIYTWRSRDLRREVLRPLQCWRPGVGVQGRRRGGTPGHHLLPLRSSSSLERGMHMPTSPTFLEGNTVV
# S1P2 agonist = S1P2 receptor agonists, primary screen, cell-based | Sphingosine 1-phosphate receptor 2 (Homo sapiens), O95136 | S1P2-expressing cell line, agonist reporter read-out | activation, % at 4.5 µM | hit rate 0.46% among 97,000 | AID 729, 2007; in the data active = activation above about 16%;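 note: 0% = vehicle low control and 100% = maximal reference agonist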
# sEH activator = soluble epoxide hydrolase activators, primary screen, biochemical, human sEH; purified human sEH enzymatic activity, activator screen; Bifunctional epoxide hydrolase 2 (Homo sapiens), P34913; activation, % at 2 µM; hit rate 0.04% among 91,000; in the data active = activation above about 37%; note: values of inactives mirror those of a sister screen read the other way
# hDAT+cocaine = changed hDAT dopamine uptake under cocaine IC80, either direction, primary screen, cocaine antagonist project, cell-based, LLC-PK1 hDAT, [14C]-dopamine uptake, MLSMR; hit rate 1.3% among 110,000; AID 449768, 2010; B-score at 10 µM; Sodium-dependent dopamine transporter (Homo sapiens), Q01959; LLC-PK1 hDAT cells, [14C]-dopamine uptake with cocaine IC80; actives deviate in either direction;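 active = Z score or B-score, a plate-position-corrected score, falls beyond the plate's 99.7% confidence bounds, in either direction; inactive = both scores lie inside the 99.7% bounds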;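 note: scored against the spread of the other compound wells on the same plate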
# PostGolgi ctrl = growth inhibition of yeast control strain, primary screen, counter-screen for post-Golgi transport modulator project. efflux-deficient yeast background strain, growth absorbance A615, 16 h. AID 738, 2007. hit rate 5% among 98,000. inhibition, % at 10 µM
# PostGolgi yeast = phenotypic screen on post-Golgi transport, primary screen; AID 739, 2007; hit rate 0.9% among 98,000; inhibition, % at 10 µM; post-Golgi transport phenotypic cell assay;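 note: yeast cells grown in 1536-well plates; yeast grown about 18 h at 30C before absorbance read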
# CYP2C19 activ = human CYP2C19 activators, primary screen, biochemical, luminescence; Cytochrome P450 2C19 (Homo sapiens), P33261; recombinant CYP2C19, luciferin-H EGE luminescence; hits give high values; 0 = fully inhibited enzyme, 1 = untreated enzyme; activation factor at 5 µM; 96,000 tested, under 10 active; AID 1025, 2008;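 active = activation factor of at least 2 at 5 µM in the primary screen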;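 note: 0 = wells with 2.5 mM tranylcypromine and 1 = vehicle-only wells; values of inactives mirror those of a sister screen read the other way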
# Target sequence (P33261 whole entry, looked up): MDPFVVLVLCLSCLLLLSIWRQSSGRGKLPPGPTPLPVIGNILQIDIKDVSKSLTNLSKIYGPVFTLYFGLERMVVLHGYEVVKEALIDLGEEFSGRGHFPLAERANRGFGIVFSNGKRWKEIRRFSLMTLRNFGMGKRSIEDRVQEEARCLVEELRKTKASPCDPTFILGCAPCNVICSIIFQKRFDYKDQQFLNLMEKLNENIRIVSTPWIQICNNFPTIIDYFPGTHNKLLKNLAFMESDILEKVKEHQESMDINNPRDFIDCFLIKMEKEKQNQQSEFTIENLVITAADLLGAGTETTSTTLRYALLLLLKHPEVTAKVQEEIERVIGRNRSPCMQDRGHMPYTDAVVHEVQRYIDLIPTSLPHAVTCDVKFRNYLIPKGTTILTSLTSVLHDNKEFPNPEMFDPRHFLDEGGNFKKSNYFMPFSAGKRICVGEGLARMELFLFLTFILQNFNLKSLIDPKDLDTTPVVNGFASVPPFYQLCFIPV
# CYP2C19 inh = blockers of cytochrome P450 2C19 activity – biochemical, luminescence, ADME assay, primary screen. CYP2C19 Supersomes, luciferin-H EGE luminescence, 30 min. hit rate 21% among 96,000. inhibition, % at 5 µM. AID 778, 2007. P33261;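 active = CYP2C19 inhibition above a set limit at 5 µM in the primary screen, cut at about 50% in these data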;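 note: plate controls were negative control wells for no effect and 2.5 mM tranylcypromine positive control for full effect; values of inactives mirror those of a sister screen read the other way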
# * marks the source's active call; other numbers are inactive results; · = no result given. Cut-off read from the data, not from the text of the source, unless noted: active = inhibition above about 30%; inactive = the rest. This is a random part of the collection; any-hit rate near 24%.
# Results follow in this order: sEH inh	S1P2 antag	S1P2 agonist	sEH activator	hDAT+cocaine	PostGolgi ctrl	PostGolgi yeast	CYP2C19 activ	CYP2C19 inh
Cc1ccc2c(C)nc(Nc3ncc4c(n3)CCCC4=O)nc2c1
    2	-5	-8	-1	-0.91	·	·	·	·
CC(=O)c1cc2c(=O)c3cc(C)ccc3oc2nc1C
    ·	-2	-4	·	-1.6	10	-2	0.6	37
Cc1ccc(CCNC(=O)C23CN(Cc4ccccc4)CC2C(c2ccc([N+](=O)[O-])cc2)=NO3)cc1 (centres undefined)
    10	17	-5	-9	-0.097	10	3	0.7	34
Cc1ccc(N2CC(C(=O)N3CCc4ccccc43)CC2=O)cc1 (centres undefined)
    ·	12	-1	·	0.039	5	8	1	3
Oc1ccccc1C1=Nc2nc3ccccc3n2C(c2ccccc2)C1 (centres undefined)
    -12	-10	-2	15	-0.64	18	-2	0.1	92*
COc1ccc(N2CCN(C(=O)CSc3nnc(C)c(=O)[nH]3)CC2)cc1
    ·	11	-6	·	-0.025	12	1	1	4
COc1ccc(NC(=O)Cn2c(=O)sc3ccccc32)cc1
    10	-14	1	-8	-0.13	8	-15	0.5	46
CC(C)OP(=O)(OC(C)C)C1(O)C(=O)Nc2ccc(Br)cc21 (centres undefined)
    -2	-17	-1	0	0.3	22	9	0.7	26
Cc1nc2c(oc3ccccc32)c(=O)o1
    14	12	-7	-14	·	8	1	0.8	22
COc1ccc(-c2noc(-c3cccc(OC)c3OC)n2)cc1OC
    ·	-2	-5	·	1.4	6	3	0.8	23
Cc1ccc(C2=NC(C)(C)NC2=O)cc1
    2	2	-4	-4	-0.88	7	22	0.2	84*
COc1ccc(CCNC(=O)c2nnn(CC(=O)Nc3ccccc3)c2N)cc1OC
    8	1	-2	-10	-0.39	-4	-1	1	-3
CCN(C1CCCCC1)S(=O)(=O)c1ccc(OC)c(C)c1
    -2	-5	-6	4	1.3	35*	14	0.2	75*
Cc1ccc(CNC(=O)COC(=O)c2c(C)noc2C)cc1
    4	-2	-6	-4	1.3	0	-12	0.1	86*
O=C(c1ccco1)N1CCN(c2ncnc3c2[nH]c2ccc(Br)cc23)CC1
    0	-25	13	2	·	19	11	0	96*
OC(CN1C2=NCCCN2c2ccccc21)c1ccc(Cl)cc1 (centres undefined)
    ·	12	-1	·	0.94	10	4	1	-2
Cc1cc(C)nc(SCc2nnc(SCC(=O)Nc3nc(-c4ccccc4)cs3)n2-c2ccccc2)n1
    -17	-25	-3	15	1.2	-9	-8	0.5	46
COc1cccc(-n2cc3c(c2-c2ccccc2)c(=O)n(C)c(=O)n3C)c1
    2	-9	-10	-4	0.43	10	-5	0.8	21
Cc1cc(NCCCN2CCOCC2)n2ncc(-c3ccccc3)c2n1
    0	12	-5	1	-0.033	14	6	0.6	41
O=C(CN1C(=O)c2ccccc2S1(=O)=O)NCc1ccccn1
    -5	2	-6	5	-0.28	2	-1	1	4
O=C(Nc1ccccc1[N+](=O)[O-])c1nc[nH]c1C(=O)NCCO
    8	-45	4	-5	1	5	-4	0.9	11
COc1ccc(CCN2C(=O)CC(N3CCN(S(=O)(=O)c4ccccc4)CC3)C2=O)cc1 (centres undefined)
    -6	-7	-8	8	-0.014	26	2	0.6	44
COC(=O)Nc1nc(-c2ccccc2)c(C(=O)c2ccc(Cl)cc2)s1
    -26	-42	3	29	-2.2	-3	-4	0.7	30
CCN(Cc1ccccc1)Cc1cccc([N+](=O)[O-])c1
    -8	10	2	10	-1.7	0	2	0.5	47
CCOc1cccc(N2C(=O)CC(n3cnc4ccccc43)C2=O)c1 (centres undefined)
    -4	12	-7	2	-0.46	-1	3	1	4
N#C/C(=C\c1ccco1)Sc1nc2ccccc2s1
    -15	-1	-8	19	-0.29	17	-4	0.8	23
O=C(Cn1nc(-c2cccc(Cl)c2)ccc1=O)Nc1cccnc1
    ·	·	·	·	0.23	21	-8	0.9	14
COCCn1c(SCC(=O)N2CCCc3ccccc32)nnc1-c1ccoc1C
    -14	-14	-2	12	-0.003	·	·	·	·
Fc1ccccc1CSc1nnc(Cn2cnc3ccccc32)n1-c1ccccc1
    6	2	-3	-2	-0.41	1	2	0.2	83*
CC(=O)CCc1c(C)c2cc(C)ccc2[nH]c1=O
    13	8	-3	-12	0.79	26	-14	0.9	10

# Profiles, looked up by structure:
# Cc1ccc(C2=NC(C)(C)NC2=O)cc1 is entered as sEH inh: 2; S1P2 antag: 2; S1P2 agonist: -4; sEH activator: -4; hDAT+cocaine: -0.88; PostGolgi ctrl: 7; PostGolgi yeast: 22; CYP2C19 activ: 0.2; CYP2C19 inh: 84*
# O=C(c1ccco1)N1CCN(c2ncnc3c2[nH]c2ccc(Br)cc23)CC1 is entered as sEH inh: 0; S1P2 antag: -25; S1P2 agonist: 13; sEH activator: 2; hDAT+cocaine: ·; PostGolgi ctrl: 19; PostGolgi yeast: 11; CYP2C19 activ: 0; CYP2C19 inh: 96*

# (listing goes on)
# Results follow in this order: sEH inh	S1P2 antag	S1P2 agonist	sEH activator	hDAT+cocaine	PostGolgi ctrl	PostGolgi yeast	CYP2C19 activ	CYP2C19 inh
CCN(CC)CCNC(=O)Cn1nc(-c2ccccc2)c2ccccc2c1=O
    10	12	-3	-8	0.025	-1	2	1	0
CN1CCc2nc(SCC(=O)Nc3ccc(F)cc3)c(C#N)cc2C1
    -10	-9	-3	12	0.01	-1	3	0.1	90*
Cc1cc(C)c2[nH]c(=O)c(CN(C(=O)C3CCCO3)C3CCCC3)cc2c1 (centres undefined)
    -14	9	-2	14	0.012	7	0	1	0
CC(C)(C)n1nc2c(c1NC(=O)COc1ccc3ccccc3c1)CS(=O)(=O)C2
    4	-14	-6	-1	0.062	23	-8	0.6	41
CC(=O)Nc1ccc(S(=O)(=O)N2CCSC2c2ccc(C)cc2)cc1 (centres undefined)
    2	-4	-5	-3	2.2	22	-5	0.8	20
COc1ccc(CCNC(=O)CNS(=O)(=O)c2cccs2)cc1OC
    -6	-1	-3	3	-0.7	11	-6	0.4	64*
COn1c(SC2CCCCC2)nc2ccccc2c1=O
    -2	-24	-6	5	-1.2	16	3	0.2	78*
O=C(NCc1ccco1)c1cc(-c2cccc(Cl)c2)on1
    ·	17	-3	·	0.28	-3	-3	0.8	21
N#CC1=C(N)N(c2ccccc2C#N)C2=C(C(=O)CCC2)C1c1ccsc1 (centres undefined)
    ·	·	·	·	0.25	20	-3	0.6	43
CCNC(=O)/N=C1/NC(=O)C(C(C)C)O1 (centres undefined)
    -6	5	-8	4	0.00059	-2	-4	1.1	-6
COc1ccc(-c2nc(CS(=O)CC(=O)NCCC3=CCCCC3)c(C)o2)cc1 (centres undefined)
    13	15	-5	-14	1.3	12	-3	0.6	41
Cc1ccc(OCC(=O)Nc2ccc([N+](=O)[O-])cn2)cc1C
    8	19	-5	-5	-0.6	·	·	·	·
COc1cc2c(cc1OC)C(c1ccccc1O)N(C1CC(=O)N(c3ccccc3)C1=O)CC2 (centres undefined)
    7	-3	-8	-5	·	-2	-8	1.1	-6
O=C1CSC(c2ccccc2F)N1CCN1CCCCC1 (centres undefined)
    5	20	-8	-5	0.69	-1	-4	0.6	43
CCCn1c(N)c(C(=O)COC(=O)c2c(C)noc2C)c(=O)n(C)c1=O
    -11	11	-5	8	1.2	-10	-16	0.9	14
CCOC(=O)c1sc(N)nc1C(C)(C)C
    7	-13	-9	-5	-0.029	-6	-19	0.4	58*
C=CCNC(=O)c1c(N)n(-c2ccc3c(c2)OCO3)c2nc3ccccc3nc12
    -12	-28	-2	10	0.43	8	1	0.9	6
Cc1ccc(/C(=N\O)c2oc3c(C)c4oc(=O)cc(C)c4cc3c2C)cc1
    8	-35	8	-3	·	·	·	·	·
Brc1ccccc1-c1nnc(CSc2nnc3sc4ccccc4n23)o1
    ·	·	·	·	-0.31	-1	1	0.2	79*
Clc1ccccc1SCc1nc2ccccc2[nH]1
    9	11	-4	-10	0.13	9	22	0.2	83*
O=C(Cn1nnc(-c2ccccc2F)n1)NCCc1ccccc1
    2	25	-5	-4	-0.2	3	-6	0.3	70*
Cc1nc2ncnn2c(C)c1CCC(=O)NC(C)CCc1ccco1 (centres undefined)
    0	0	-6	-2	-1.1	7	4	1.1	-8
CN(c1ccccc1)C(c1ccc(F)cc1)c1nnnn1CC1CCCO1 (centres undefined)
    -18	-7	3	15	-0.96	22	4	0.5	48
CCOC(=O)CNc1ccc2c(c1)OCO2
    2	-20	-7	-4	-0.71	16	-1	0.9	10
Cc1ccc(-c2ccc(C(=O)O)[nH]2)cc1
    1	13	0	-2	-0.35	2	0	1	-3
COc1cccc(-c2cc(C(=O)NCCCn3ccnc3)no2)c1
    -2	-7	-5	0	-0.078	7	6	0.2	80*
CC(C)c1nc2oc3ccccc3c(=O)c2c(=O)n1-c1ccccc1
    12	19	-7	-12	-0.91	-2	-9	1.1	-10
CC(=O)c1ccc(Nc2nc(NCCO)nc(OC(C(F)(F)F)C(F)(F)F)n2)cc1
    2	1	-6	3	-6.3*	·	·	·	·
O=C1NCC(CN(c2ccccc2)c2ccccc2)O1 (centres undefined)
    0	-11	-4	1	-0.045	9	18	0.7	30
COc1ccc2oc(/C=C/N(C)C)c(C(=O)c3ccc(Cl)cc3)c2c1
    -3	-1	-3	1	-0.34	3	1	0.8	16

# New compounds follow:
# Results follow in this order: sEH inh	S1P2 antag	S1P2 agonist	sEH activator	hDAT+cocaine	PostGolgi ctrl	PostGolgi yeast	CYP2C19 activ	CYP2C19 inh
Cc1nn2c3c(cnc2c1-c1ccccc1)C(=O)CC(c1ccco1)C3 (centres undefined)
    -12	2	-7	14	-0.48	17	-1	1.1	-8
COc1ccccc1NC(=O)N(C1CCCC1)C1CCN(C(C)=O)CC1
    4	11	-3	-4	1	14	-6	1.1	-6
CC1CC(=O)N(CC(=O)Nc2ccc3c(c2)OCCO3)c2ccccc2S1 (centres undefined)
    ·	·	·	·	0.94	12	0	0.9	7
COc1ccccc1C(=O)Nc1nc(-c2cccs2)c(NC(C)=O)s1
    2	-9	-2	0	-0.85	10	-6	1	-2
Cc1ccc(Nc2nnc(SCC(=O)Nc3ccc(S(=O)(=O)N4CCOCC4)cc3)s2)cc1
    7	2	-9	-7	2.3	16	-4	1.2	-20
CCn1c(C(O)c2ccc(C)cc2)nc2ccccc21 (centres undefined)
    ·	·	·	·	0.23	-1	-6	0.6	44
Cc1ccc(C(=O)c2cn[nH]c2-c2ccccc2O)cc1
    7	14	-5	-10	0.046	13	0	0.1	89*
CCOC(=O)/C(C#N)=C1/C=CNC(=O)N1
    8	10	-5	-10	-0.048	8	-1	1.1	-13
CC1CCN(c2ccccc2NC(=S)NC(=O)c2cccs2)CC1
    17	17	-9	-18	-0.98	16	-5	1.1	-14
CC(=O)c1cccc(N(C(=O)c2ccccn2)C(C(=O)NC2CCCCC2)c2cccs2)c1 (centres undefined)
    10	4	-6	-9	-0.28	16	-7	1	-1
c1cnc(Oc2ccc3oc4ccccc4c3c2)nc1
    -8	14	-1	7	1.1	4	1	0.4	63*
Cn1c(SCc2nc3ccccc3[nH]2)nnc1-c1cccnc1
    18	10	-5	-18	-2	6	23	0.9	13
O=C(CCN(CCO)Cc1ccccc1)Nc1ccc(Br)cc1
    3	9	-5	-2	0.56	-3	1	0.3	69*
CCOC(=O)c1c(NC(C)=O)sc2c1CCCNC2=O
    6	-43	3	-6	1.3	-4	-4	1	-2
